High-throughput results as filed in PubChem.
CendR NRP1 mod: modulators of CendR peptide binding to human neuropilin-1; hit rate 0.85% among 360,000; FAM-RPARPAR peptide binding to NRP-1, fluorescence polarization; inhibition, % at 25 µM; AID 602438;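 active = inhibition or corrected inhibition above about 18%, plus a signal ratio from 0.5 to 1.5, limit read from the data, passing the limit was not always enough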; note: strong numbers were not always called active
MT1-MMP act inh: inhibitors of human MT1-MMP activation. P50281. GFP/RFP ratio change, % at 20 µM. hit rate 0.061% among 360,000. HT1080 RFP-PRO-GFP cells, GFP/RFP ratio fluorescence, overnight; percent of plate control window, DMSO zero;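 active = GFP/RFP ratio change of at least 30% with cell ATP level not reduced by more than half and red fluorescence within 50% of control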; note: strong numbers were not always called active
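Assay system – RFP-PRO-GFP reporter HT1080 cells · Compound dosing – single dose of 20 µM compound, 1% DMSO final · Incubation – overnight compound exposure at 37 °C · Measure – GFP/RFP fluorescence ratio · Benchmarks – DMSO wells and RFP-L50D-GFP cells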
Scp-1 inhibitor: inhibitors of human Scp-1 phosphatase. Recombinant Scp1, phosphopeptide, malachite green phosphate absorbance. hit rate 0.88% among 340,000. inhibition, % at 20 µM. Q9GZU7;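 active = inhibition above about 50% at 20 µM, limit read from the data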;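 note: plate controls were DMSO wells with enzyme for no effect and wells lacking enzyme for full effect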
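Times: enzyme reaction 45 min at room temperature, colour 5 min, stabilisation 30 min. Material: SCP-1 catalytic fragment, aa 76-261. Medium: Acidic Tris acetate buffer with magnesium and detergent. Signal: colorimetric free-phosphate detection, absorbance 630 nm. Read-out basis: % inhibition of SCP-1 phosphate liberation. Reagent: Phosphorylated 17-residue peptide substrate.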
LMPTP block: LMPTP (human) inhibition; P24666; AID 651560; recombinant LMPTP-A, OMFP fluorogenic substrate, fluorescence intensity; inhibition, % at 20 µM; hit rate 0.22% among 360,000;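 active = compounds that cut the enzyme signal by at least half of the control window in the single-dose screen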;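 note: plate controls were DMSO wells with enzyme plus substrate for no effect and substrate without enzyme for full effect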
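Test system – LMPTP-A enzyme · Amount – LMPTP-A at 0.625 nM final in the reaction · Buffer or medium – Bis-Tris pH 6.0, DTT, detergent · Reagent – OMFP 400 µM · Doses – single 20 µM dose · Schedule – reaction 50 min, room temperature, dark · Detection – fluorescence intensity of OMFP turnover product · Evaluation – percent inhibition versus substrate-only and uninhibited controls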
NadD block: NadD (S. aureus) enzyme inhibition. inhibition, % at 20 µM. hit rate 0.78% among 360,000. AID 602399. purified NadD enzyme, colorimetric absorbance read-out; in the data active = inhibition above about 26%; note: some compounds past the cut are filed as inactive
DNMT1 inh: DNMT1 (human) enzyme inhibition. inhibition (reported as % activation of signal), % at 10 µM. DNMT1 molecular beacon, Hinp1I cleavage, fluorescence. hit rate 0.83% among 360,000. AID 588458; in the data active = inhibition above about 50%
Target sequence (P26358 504-1616 limits assumed): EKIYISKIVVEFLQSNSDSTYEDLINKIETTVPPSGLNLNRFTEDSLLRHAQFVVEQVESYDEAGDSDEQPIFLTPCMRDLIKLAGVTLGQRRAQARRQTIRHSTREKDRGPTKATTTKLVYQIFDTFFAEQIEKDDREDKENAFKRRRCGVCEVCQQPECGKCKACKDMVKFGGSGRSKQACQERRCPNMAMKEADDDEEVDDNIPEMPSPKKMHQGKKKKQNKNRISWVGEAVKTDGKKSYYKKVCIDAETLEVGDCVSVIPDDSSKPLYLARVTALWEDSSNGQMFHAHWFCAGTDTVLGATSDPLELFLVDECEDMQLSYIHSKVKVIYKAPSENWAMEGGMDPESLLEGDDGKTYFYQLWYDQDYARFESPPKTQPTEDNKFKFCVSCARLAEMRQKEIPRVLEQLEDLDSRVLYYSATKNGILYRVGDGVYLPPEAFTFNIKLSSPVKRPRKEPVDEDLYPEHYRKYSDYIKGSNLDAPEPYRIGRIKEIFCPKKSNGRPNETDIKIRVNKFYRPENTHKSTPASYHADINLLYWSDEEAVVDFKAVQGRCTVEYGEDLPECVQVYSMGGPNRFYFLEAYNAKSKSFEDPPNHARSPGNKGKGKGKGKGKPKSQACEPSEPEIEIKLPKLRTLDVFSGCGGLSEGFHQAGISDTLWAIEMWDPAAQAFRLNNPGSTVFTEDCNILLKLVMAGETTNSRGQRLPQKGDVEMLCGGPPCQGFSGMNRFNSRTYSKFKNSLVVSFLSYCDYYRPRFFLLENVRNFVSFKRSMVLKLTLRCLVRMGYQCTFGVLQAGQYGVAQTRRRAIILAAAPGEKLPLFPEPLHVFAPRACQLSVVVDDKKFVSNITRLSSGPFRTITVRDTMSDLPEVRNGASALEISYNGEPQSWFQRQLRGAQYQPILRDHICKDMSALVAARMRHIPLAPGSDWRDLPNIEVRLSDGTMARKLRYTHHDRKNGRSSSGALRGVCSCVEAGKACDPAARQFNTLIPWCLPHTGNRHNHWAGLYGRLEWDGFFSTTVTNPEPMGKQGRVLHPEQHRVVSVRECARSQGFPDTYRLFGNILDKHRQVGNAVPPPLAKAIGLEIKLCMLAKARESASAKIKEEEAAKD
SKN-1 inh: inhibitors of C. elegans SKN-1; AID 624304; hit rate 0.49% among 360,000; C. elegans VP596 Pgst-4::GFP/RFP ratio, acrylamide-induced, 24 h; inhibition, % at 21.8 µM;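 active = interference check ratio from 0.5 to 1.5 plus GFP to RFP signal ratio inhibition reaching or exceeding a fixed threshold, cut at about 30% in these data, passing the limit was not always enough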; note: some compounds called inactive have numbers as strong as hits
STEP block: STEP (human) phosphatase inhibition; P54829; recombinant STEP, OMFP fluorogenic substrate, fluorescence; inhibition, % at 20 µM; hit rate 0.25% among 360,000;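 active = inhibition at 20 µM, scaled per plate between control wells, above about 37%, limit read from the data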;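 note: 0% = DMSO with enzyme and substrate and 100% = substrate only without enzyme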
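Test system: STEP tyrosine phosphatase / Reagent: OMFP at 25 µM / Doses: 20 µM, 1% DMSO / Read-out: percent inhibition scaled to no-enzyme and uninhibited-enzyme controls, plate-pattern corrected / Detection: FITC-channel fluorescence of OMFP product / Medium: Bis-Tris buffer pH 6.0, 2.5 mM DTT, 0.005% Tween 20 / Schedule: 20 min at room temperature, dark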
Rpn11 inh: blocks the human proteasome subunit Rpn11. O00487. human 26S proteasome, Ub4-pepOG fluorescence polarization; 20S core pre-blocked with epoxomicin. calls only at 20 µM. hit rate 0.59% among 360,000. AID 588493;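 active = inhibition at 20 µM, scaled to each plate's controls, above about 33%, limit read from the data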
SUMO1-SIM PPI: SUMO1-SIM interaction modulation; SUMO1 binding to a labelled peptide, TR-FRET, 1 h; inhibition, % at 20 µM; hit rate 0.33% among 360,000; in the data active = inhibition above about 37%
* hit, by the source's call; i = inactive; nt = no result given. The order is random. About 3.9% of those tested had a hit in this group.

CendR NRP1 mod	MT1-MMP act inh	Scp-1 inhibitor	LMPTP block	NadD block	DNMT1 inh	SKN-1 inh	STEP block	Rpn11 inh	SUMO1-SIM PPI	molecule
-19	7	-1	2.5	-10	-2	-1	3	i	-31	Cc1[nH]n(-c2ccccc2)c(=O)c1N=Nc1ccc2c(c1)OCCO2
-1	2	-1	-0.9	6	0	2	-3	i	-1	Cc1ccccc1-c1nnc(Cc2ccccc2)o1
-9	5	-7	-0.4	4	0	10	1	i	2	Cc1ccc(NC(=O)c2c(C(F)(F)F)nn(C)c2Cl)cc1C
-7	-10	-6	-0.9	-9	-7	7	-4	i	-4	Cc1ccc(-c2noc(=O)n2CC(=O)Nc2ccc(S(=O)(=O)NC3CC3)cc2)cc1
9	2	2	4.4	2	2	3	-1	i	2	COC(=O)c1sc(NC(=O)CSc2n[nH]c(N)n2)c(C(=O)OC)c1C
19*	4	-3	-0.4	0	1	-1	-1	i	0	O=C(c1coc2ccc(O)cc12)C1CC1
13	1	-1	-2.0	-2	1	8	-3	i	1	O=C(CN(C1CCCCC1)S(=O)(=O)c1ccc(F)cc1)NCCCO
16	0	2	0.8	-4	0	16	1	i	1	COC(=O)[C@H](Cc1c[nH]c2ccccc12)NC(=O)NCc1ccc(OC)c(OC)c1

A second format for part of the listing above:
O=C(c1coc2ccc(O)cc12)C1CC1
- CendR NRP1 mod: 19*
- MT1-MMP act inh: 4
- Scp-1 inhibitor: -3
- LMPTP block: -0.4
- NadD block: 0
- DNMT1 inh: 1
- SKN-1 inh: -1
- STEP block: -1
- Rpn11 inh: i
- SUMO1-SIM PPI: 0
Cc1ccc(NC(=O)c2c(C(F)(F)F)nn(C)c2Cl)cc1C
- CendR NRP1 mod: -9
- MT1-MMP act inh: 5
- Scp-1 inhibitor: -7
- LMPTP block: -0.4
- NadD block: 4
- DNMT1 inh: 0
- SKN-1 inh: 10
- STEP block: 1
- Rpn11 inh: i
- SUMO1-SIM PPI: 2

Following part:
CendR NRP1 mod	MT1-MMP act inh	Scp-1 inhibitor	LMPTP block	NadD block	DNMT1 inh	SKN-1 inh	STEP block	Rpn11 inh	SUMO1-SIM PPI	molecule
1	-3	-3	-0.1	-6	0	4	2	i	-3	Cc1ccc(NC(=O)c2cc3ccccc3o2)nc1
0	6	nt	-0.2	1	-1	5	-3	i	3	CC(C)(C)C1CCNC(=O)CC1 (stereo not drawn)
-1	-6	-9	-0.8	-2	5	11	-2	i	1	CSc1ncc2c(=O)[nH]c(-c3ccccc3)nc2n1
-1	-1	-7	-0.1	7	1	2	7	i	0	CCC(=O)c1ccc(N2CCN(C(=O)c3ccc(F)cc3)CC2)c(F)c1
-13	-2	-3	-1.2	7	5	2	-4	i	4	Cc1cccc(-n2c(C)cc(C)c(C#N)c2=O)c1
12	-1	-4	-1.1	-2	-3	7	-1	i	6	COC(=O)c1cc(OC)c(OC)cc1NC(=S)N1CCN(C/C=C/c2ccccc2)CC1
-3	0	-13	0.2	-8	1	-9	3	i	0	COC(=O)Cc1ccc(OC(=O)CCS(=O)(=O)c2ccc(Cl)cc2)cc1
-1	-1	-12	1.8	1	-3	8	-4	i	0	O=C(c1cc(-c2ccc(O)cc2)on1)N1CCCc2ccccc21
8	1	-1	2.7	2	2	3	-2	i	0	Nc1nc(N2CCOCC2)n[nH]1
5	1	-14	-0.6	3	1	8	-3	i	0	CCOc1ccc(C2NC(=O)NC(C)=C2C(=O)OC)cc1C (stereo not drawn)
4	-4	-5	-0.3	5	-6	10	-1	i	-3	O=C(NCN1CCc2ccccc2C1)c1cnccn1
-3	-1	-2	-3.3	-1	-1	2	0	i	2	COc1cc(NC(=O)COn2nnc3ccc(S(C)(=O)=O)cc32)cc(OC)c1
-4	3	2	-0.7	2	5	-1	-2	i	5	Cc1cccc(N2C(=O)CC(Sc3nc(C)c4c(n3)CCCC4)C2=O)c1 (stereo not drawn)
-2	3	-5	1.4	2	-4	-4	4	i	3	NNC(=O)c1ccc2[nH]c3c(c2c1)CCCC3
7	4	-2	-0.1	-3	1	3	-4	i	3	Cc1ccc(CS(=O)Cc2ccc(C(=O)N3CCN(c4ccccc4)CC3)o2)cc1 (stereo not drawn)
-9	1	-9	-0.9	-6	1	4	-2	i	3	CC1(C)c2[nH]c3ccccc3c2C[C@@H]2C(=O)N(Cc3ccco3)C(=O)N21
-1	2	-5	-1.1	0	4	2	-2	i	-9	CCCc1nc(-c2cc3ccc(C)cc3[nH]c2=O)no1
-6	-2	1	-0.4	-6	2	-6	1	i	-10	COc1ccc(/C=C/C(=O)N2CCN(c3ccccn3)CC2)cc1
3	1	-6	-0.9	-3	1	-12	-2	i	-2	COC(=O)CSCC(=O)Nc1nnc(-c2cccc(C)c2)s1
-1	1	-2	0.0	0	1	3	0	i	-1	CC1CC(=O)N(CC(=O)NCc2ccccc2)c2ccccc2S1(=O)=O (stereo not drawn)
2	1	-13	-1.3	-3	-5	-14	-4	i	2	Cc1ccc(S(=O)(=O)N(C)CC(=O)OCC(=O)N2CC(=O)Nc3ccccc32)cc1
8	3	4	1.9	-2	2	25	1	i	-5	CC(NC1c2ccccc2-c2ccccc21)c1ccccc1 (stereo not drawn)
-5	2	-7	-1.7	-6	2	9	-2	i	0	CCN1C(=O)NC(c2ccc(Cl)cc2)C2=C1CCCC2=O (stereo not drawn)
5	-2	3	4.5	33*	-35	14	-4	i	-4	CN(/N=C\c1ccc(O)c(O)c1)c1nc(-c2ccccc2)cc(-c2ccccc2)n1
-14	3	1	-0.3	2	0	1	5	i	28	COc1ccc(OCC2c3cc(OC)c(OC)cc3CCN2C(=O)C(C)C)cc1 (stereo not drawn)
2	-4	-9	2.4	-1	0	12	15	i	-4	Cc1ccc(/C=N/n2c(C3CCCCC3)n[nH]c2=S)cc1
11	6	39	-0.2	-4	-3	13	-2	i	0	CNc1nc2c(N)ncnc2n1[C@H]1O[C@@H](CO)[C@H](O)[C@@H]1O
-13	0	-8	-2.0	-2	2	-22	-2	i	1	CC1=C(C#N)C(Nc2ccc(Cl)cn2)(C(F)(F)F)C(=O)N1 (stereo not drawn)
3	-4	5	4.0	15	-11	-2	6	i	1	COCCNc1nc(SCc2ccccc2)nc2sc3c(c12)CCC3
0	5	5	0.7	-3	-2	6	-1	i	0	Cc1cccc2c1OCC/C2=N\NC(=O)COc1ccccc1Cl
2	1	-34	-2.2	-4	0	21	0	i	3	Cc1c(C(=O)Nc2ccc(Br)cc2)cnn1C
17	-5	13	-0.3	-1	4	-8	-9	i	-2	CCCCNC(=O)CCCCCn1c(=O)[nH]c2cc(C(=O)OC)ccc2c1=O
4	1	-4	0.8	-5	-1	-4	-4	i	3	COc1ccc(CCNC(=O)CCC2COc3ccccc3O2)cc1OC (stereo not drawn)
-2	-3	-9	0.1	5	1	-17	3	i	-21	COc1ccc(CN2C(=O)c3cccnc3C2=O)cc1S(=O)(=O)NC1CCCCC1
0	5	6	0.5	0	-1	2	2	i	0	CCOC(=O)C1=C(CS(=O)(=O)c2ccccc2)NC(=O)NC1c1ccc(OC)c(OC)c1 (stereo not drawn)
5	1	-4	-0.1	3	4	8	0	i	-41	O=C(c1ccc([N+](=O)[O-])cc1[N+](=O)[O-])N1CCN(C(=O)C2CCCO2)CC1 (stereo not drawn)
-2	-2	-3	-1.9	0	-6	2	-1	i	-1	CNC(=S)N1CCN(CCNC2=CC(=O)CC(C)(C)C2)CC1
2	-2	-3	0.0	0	2	4	0	i	5	CN(C(=O)CC(NC(=O)c1ccccc1Cl)c1ccccc1)c1ccccc1 (stereo not drawn)
4	3	2	0.2	-3	-3	-14	1	i	-5	COc1ccccc1OC(=O)CN1C(=O)c2ccccc2C1=O
12	2	nt	-0.5	1	-6	14	2	i	4	CC1(C(=O)NC2CCCC2)CCN1C(=O)Cc1ccc(-c2ccccc2)cc1 (stereo not drawn)
16	6	-2	-2.1	0	2	-4	-8	i	1	CC(C)(C)C(=O)CSc1nnc(-c2cccs2)n1CC1CCCO1 (stereo not drawn)
-8	-10	4	-3.1	-2	8	-1	-5	i	1	CCN1CCN(c2nc(-c3cccnc3)nc3ccccc23)CC1
7	1	-8	0.0	-4	0	1	0	i	5	Cn1c(SCC(=O)NC(C)(C)C)nnc1-c1ccc(C(C)(C)C)cc1
2	4	2	0.8	-4	-2	7	1	i	5	Cc1ccc(-n2nnc3c(=O)n(Cc4cccc(C)c4)cnc32)cc1
-8	-14	nt	1.0	8	2	20	3	i	5	CCc1nc2c(OCc3ccc(C(F)(F)F)cc3)cccn2c1N(C)C(=O)c1ccco1
-15	-9	-3	-1.9	3	0	-5	-3	i	-3	CC(=O)n1c2c(c3ccccc31)OC(N)=C(C#N)C2c1cccc(Cl)c1Cl (stereo not drawn)
-1	-7	-2	-2.2	-4	28	-9	-1	i	-2	CCC(C)(C)NC(=O)C(c1cccn1C)N(Cc1ccccc1)C(=O)Cn1nnc2ccccc21 (stereo not drawn)
5	-3	-5	-2.0	3	2	-17	-1	i	-4	O=S1(=O)N=C(SCCO)c2ccccc21
11	1	nt	-1.7	-2	6	-12	-1	i	-2	COc1ccc2c(c1)CO[C@]21O[C@H](CCO)C[C@H](O)[C@H]1O
9	0	-6	0.4	-4	2	15	2	i	4	Cc1ccc(CCC(=O)Nc2ccc(C)c(C)c2)o1
1	0	-4	-2.2	-7	2	-12	9	i	4	O=C(NCc1ccccc1OC(F)(F)F)C1CCC(=O)N(CCc2ccccn2)C1 (stereo not drawn)
4	-1	-7	1.4	-4	-6	-26	-1	i	3	O=C(c1cc(C2CC2)nn1-c1ccccc1)N1CCN(S(=O)(=O)c2cccc(F)c2)CC1
0	2	-2	2.9	-1	-1	-2	-2	i	-2	CCC(=O)N1CCCc2cc(S(=O)(=O)N3CCC(N4CCCCC4)CC3)ccc21
-10	1	-3	-1.9	-3	0	-2	2	i	4	Brc1ccc(OCCCN2CCOCC2)cc1
-7	14	-14	-0.7	2	0	-12	3	i	3	CC(=O)C(=[N+]=[N-])C(=O)NCc1ccccc1
1	3	-11	0.7	-5	1	5	1	i	0	COc1cc2c(cc1OC)C(C)N(S(=O)(=O)c1cccs1)CC2 (stereo not drawn)

2 neighbouring compounds out of the list so far:
CendR NRP1 mod	MT1-MMP act inh	Scp-1 inhibitor	LMPTP block	NadD block	DNMT1 inh	SKN-1 inh	STEP block	Rpn11 inh	SUMO1-SIM PPI	molecule
-7	14	-14	-0.7	2	0	-12	3	i	3	CC(=O)C(=[N+]=[N-])C(=O)NCc1ccccc1
1	3	-11	0.7	-5	1	5	1	i	0	COc1cc2c(cc1OC)C(C)N(S(=O)(=O)c1cccs1)CC2 (stereo not drawn)
